ATXN2 expr inh = reduces ATXN2 reporter expression in HEK-293 cells; HEK-293 ATXN2-luciferase reporter, luminescence, 24 h; Potency, µM (top dose mostly 57 µM), for the others: at the top dose activity change, negative = inhibition, most hits filed as inhibitors; 0.72% of 360,000 active; AID 1745845; note: potency is the fitted concentration of half-maximal effect; % is set by controls: 0 for no effect and ±100 for the full control effect; nearly all actives have a fitted effect of over 55% in size
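ATXN2-luciferase reporter cells (luciferase flanked by upstream and downstream ATXN2 gene portions) were treated 24 h at 37 °C with compounds at up to 57 uM. SteadyGlo luminescence gave expression; GF-AFC fluorescence gave viability.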
HT1080-NT tox = kills 2HG-producing HT-1080-NT fibrosarcoma cells | HT-1080-NT fibrosarcoma viability, CellTiter-Glo ATP luminescence, 48 h | Potency, µM (titrated, usually from 46.1 µM), for the others: at the top dose activity, negative = less viability, most hits filed as cytotoxic | 1.6% of 360,000 active | AID 686970;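 note: NT is the 2HG producing partner of a matched IDH1 knockdown line; potency is the fitted concentration of half-maximal effect; 0% = DMSO-treated cells and -100% = media-only wells without cells; nearly all actives have a fitted effect of over 55% in size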
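Compounds were tested in concentration-response format on HT-1080-NT cells for 48 hours at 37 degrees C. Cell viability came from CellTiter-Glo luminescence; curves were classified by r2, response magnitude and activity.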
HT1080 IDH1KD tx = kills HT-1080 cells with IDH1 knockdown | Potency, µM (titrated, usually from 46.1 µM), for inactives: at the highest dose activity, negative = toxicity, actives largely listed as cytotoxic | AID 686971 | HT-1080 IDH1 knockdown viability, ATP luminescence, 48 h | 2% of 360,000 active;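 note: potency is the fitted concentration of half-maximal effect; 0% = DMSO wells and -100% = cell-free medium wells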
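% activity derives from luminescence (CellTiter-Glo), normalised to DMSO and no-cell wells. HT-1080-IDH1KD cells, 750/well, had 48 h compound exposure at 37 °C.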
IL1B secr inh = inflammasome signaling inhibition, IL-1 beta readout; THP-1 LPS/ATP IL-1B secretion, AlphaLISA, 16 h; hits give low values; activity change, % at 57.5 µM; 4.7% of 360,000 active; in the data active = activity change below about -50%; inconclusive = mostly about -30% to -49%; note: % is set by controls: 0 for no effect and ±100 for the full control effect
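Secreted IL-1B measured by AlphaLISA bead assay after 16 h compound exposure of THP-1 cells; compounds (final up to 57.5 uM) added 1 h before LPS (250 ng/mL) and ATP (1.25 mM) stimulation; lower signal means less secretion.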
KB-3-1 cytotox = kills parental KB-3-1 adenocarcinoma cells; AID 1347075; Potency, µM (highest dose often 46.1 µM), for the others: top-dose activity change, negative = cytotoxic, actives largely listed as cytotoxic; KB-3-1 viability, CellTiter-Glo ATP luminescence, 72 h; 1.4% of 400,000 active; note: potency is the fitted concentration of half-maximal effect; % is set by controls: 0 for no effect and ±100 for the full control effect; nearly all actives have a fitted effect of over 60% in size
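Viability of parental KB-3-1 cells, measured by CellTiter-Glo luminescence, followed a 72 h incubation at 37 °C with pinned compounds in phenol-red-free DMEM containing 10% FBS.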
SW480 rerep = induces DNA re-replication in SW480 colon adenocarcinoma cells; Potency, µM (top dose mostly 46.1 µM), inactives show at the top dose re-replication activation, actives largely listed as activators; SW480 DNA re-replication, Hoechst DNA content imaging, 48 h; 1.8% of 340,000 active; AID 624297; note: potency is the fitted concentration of half-maximal effect; % of control where 0% means no effect; nearly all actives have a fitted effect of over 55% in size
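DNA re-replication was detected as more nuclei of elevated Hoechst intensity after 48 hr exposure to compound (23 nL pinned per well of 250 cells).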
KB-V1 MDR tox = kills drug-selected multidrug resistant KB-V1 cells; KB-V1 MDR cells viability, CellTiter-Glo, 72 h; Potency, µM (highest dose often 46.1 µM), inactives show at the highest dose activity change, negative = cytotoxicity, most hits filed as cytotoxic; 3.4% of 400,000 active; AID 1347076; note: potency is the fitted concentration of half-maximal effect; % is set by controls: 0 for no effect and ±100 for the full control effect; nearly all actives have a fitted effect of over 60% in size
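KB-V1 cells (P-gp-expressing MDR subline of KB-3-1) in phenol-red-free DMEM with 10% FBS were exposed to library compounds over a concentration series for 72 h at 37 degrees C. Viability read by CellTiter-Glo luminescence; concentration-effect curves fitted after normalization.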
MCF10A rereplic = DNA re-replication induction in MCF 10a cells; MCF 10A DNA re-replication, Hoechst nuclear intensity, 48 h; Potency, µM (titrated, usually from 46.1 µM), without a hit: at the top dose activity, positive = re-replication, actives largely listed as activators; 2.9% of 350,000 active; note: potency is the fitted concentration of half-maximal effect; % of control where 0% means no effect; nearly all actives have a fitted effect of over 50% in size
S2 tox = cell viability loss in ATXN counter-screen; Potency, µM (titrated, usually from 56.7 µM), most hits filed as cytotoxic; 0.49% of 400,000 active; S2 cells (HEK-293 line with an ATXN2-luciferase reporter) viability, CellTiter-Fluor protease fluorescence, 24 h; note: potency is the fitted concentration of half-maximal effect; nearly all actives have a fitted effect of over 40% in size
Numbers without * were called inactive; i = inactive; ? = inconclusive; / = no result given; & = joins results of further samples; [ ] = another dose, or the depositor's remark. Unless noted, calls come from the whole dose curve; as a rule, active = well fitted curve in the direction sought with a large enough effect; inconclusive = small, poorly fitted or top-dose-only effect, or another doubt; inactive = no such curve, though single readings can be large; an effect the other way counts as inactive or inconclusive. Compounds as they come; any-hit rate near 11%.

Results follow in this order: ATXN2 expr inh | HT1080-NT tox | HT1080 IDH1KD tx | IL1B secr inh | KB-3-1 cytotox | SW480 rerep | KB-V1 MDR tox | MCF10A rereplic | S2 tox
- CC(C)C(=O)Nc1ccc(C(=O)NNC(=O)c2ccco2)cc1
→ 1.9% | 5.9% | 0.1% | 22.3 | 8.9% | -0.3% | 26.8% | -24.1% | i
- COC(=O)C1=C(C)OC(N)=C(C#N)C1c1cccnc1 (stereo not drawn)
→ 3.3% | 10.5% | 9.7% | 4.6 | -4.8% | 0.7% | 0.0% | -1.1% | i
- O=C(OCC(=O)N1CCCC1)c1c(Cl)cccc1Cl
→ 3.4% | 20.7% | 14.5% | 15.7 | 1.5% | -19.3% | 11.2% | -14.4% | i
- O=C(O)C(=Cc1ccccc1[N+](=O)[O-])c1ccc2c(c1)OCO2
→ / | 3.0% | 2.2% | 44.4 | -0.3% | / | 17.1% | / | ?
- O=C(NCCS(=O)(=O)N1CCN(c2ccc(F)cc2)CC1)c1ccc(Br)o1
→ / | 4.6% | 7.8% | -3.1 | -7.0% | -6.5% | 0.0% | -2.8% | i
- COc1ccc(NC(=O)c2nnn(CC(=O)Nc3ccc4c(c3)OCO4)c2N)c(OC)c1
→ 18.0% | -22.5% | ? | -8.1 | 6.4% | -12.2% | -28.5% | -1.3% | i
- COc1ccccc1CN1CCSCC1
→ 9.0% | 4.3% | -4.4% | -2.6 | -1.3% | -3.2% | 0.9% | -3.4% | i
- CCN(CC)CCN(C(=O)c1ccc(S(=O)(=O)N(C)C2CCCCC2)cc1)c1nc2c(C)cccc2s1
→ -17.7% | 0.0% | -9.9% | -13.3 | ? | 0.8% | ? | ? | i
- CCCc1cc(=O)[nH]c(Nc2ccc(Cl)cc2)n1
→ -10.8% | -20.7% | ? | -76.1* | ? | 1.8% | ? | 7.6% | i
- O=C(Cc1cccc2ccccc12)Nc1ccc(N2CCOCC2)cc1
→ -21.5% | -1.9% | 4.0% | -13.2 | 7.0% | -27.7% | 18.0% | -1.6% | ?
- Cc1ccc(NC(=O)CCNS(=O)(=O)c2cccc3nonc23)cc1Cl
→ -5.4% | 1.5% | -0.8% | -18.5 | -1.9% | -15.9% | -1.2% | 10.1% | i
- O=C(O)C1CC(=O)N(c2ccc(OCc3ccc(Br)cc3)cc2)C1 (stereo not drawn)
→ 18.7% | -15.6% | -14.6% | 5.4 | -2.9% | -53.9%[1.84 µM] | 16.8% | 18.9% | i
- CCN(CC)S(=O)(=O)c1ccc(C)c(NS(=O)(=O)c2cc(/C=C/C(=O)O)cc(OC)c2OC)c1
→ -18.1% | 17.5% | 9.3% | 10.3 | 9.2% | -3.1% | -7.2% | 9.0% | i
- COc1ccc(S(=O)(=O)NC2CC3CCC2C3)cc1Br (stereo not drawn)
→ / | -3.1% | -0.1% | -1.6 | -8.5% | -1.8% | -10.9% | -0.8% | i
- CC(C)(C)c1ccc(C(=O)NC(=S)N2CCCCCC2)cc1
→ -10.7% | ? | ? | -6.1 | ? | 19.0% | ? | -11.8% | i
- CCc1cccc(CC)c1NC(=S)NCC(c1cccnc1)N1CCOCC1 (stereo not drawn)
→ -1.8% | 12.0% | 20.0% | 1.5 | 17.7% | 2.4% | 7.3% | -8.8% | i
- COc1ccc2c(c1)CCc1c(C(=O)N3CCCc4ccccc43)noc1-2
→ 44.1%[activator] | ? | ? | -52.6* | 20.6µM* | 11.6% | 7.31µM* | ? | i
- Cc1ccc(NC(=O)c2nc[nH]c2C(=O)N[C@@H](C)c2ccccc2)cc1
→ ? | -26.5% | -9.7% | ? | ? | -28.0%[9.22 µM] | ? | ? | ?
- CCOc1cc2c(cc1/C=C(/C#N)c1ccc(C(=O)O)cc1)OCO2
→ 4.6% | -11.3% | -13.1% | 23.3 | -3.7% | -3.3% | -14.4% | ? | i
- CC1CCOC2(O1)C(=O)Nc1ccccc12 (stereo not drawn)
→ -12.8% | 0.0% | 7.8% | 0.1 | 0.7% | -18.5% | ? | 2.7% | i
- COc1ccc(-n2nc3c(c2NC(=O)C(C)C)CSC3)cc1
→ / | 6.8% | 2.1% | 2.3 | -8.5% | -11.5% | -1.2% | -16.4% | i
- C(=C\c1ccccc1)/CN1CCN(C(c2ccccc2)c2ccccc2)CC1
→ -2.9%&-7.9% | -14.8% | -13.0% | 16.2 | 0.0% | 0.3%&7.3% | -23.9% | ? | i
- O=C(NCC(c1ccco1)N1CCOCC1)c1cccc([N+](=O)[O-])c1 (stereo not drawn)
→ -0.1% | 14.2% | 8.1% | 5.8 | 9.4% | -7.1% | 1.6% | -1.4% | i
- COC(=O)C1CCN(C2CN(Cc3ccc(F)cc3)S(=O)(=O)C2)CC1 (stereo not drawn)
→ 1.6% | 27.0% | 21.7% | 39.3 | 0.1% | / | 0.8% | / | i
- CCOC(=O)Nc1ccc2c(c1)C(=NNC(N)=S)c1ccccc1-2
→ ? | ? | ? | -95.9* | ? | ? | 23.1µM* | ? | /
- COc1ccc(-n2c(CCc3ccccc3)nnc2SCC(=O)c2ccc(Cl)cc2)cc1
→ ? | 7.6% | -6.7% | ? | ? | 13.7% | 5.8µM* | 23.4% | ?
- O=C(CCSCCC(=O)NCC1CCCO1)NCC1CCCO1 (stereo not drawn)
→ -3.0% | 18.6% | 19.7% | -1.5 | -3.4% | 0.0% | 6.1% | -0.1% | i
- CC1CCN(c2nc3c(c(=O)[nH]c(=O)n3C)n2Cc2ccccc2)CC1
→ 3.9% | -1.4% | 6.4% | 6.0 | -1.8% | -2.6% | -5.1% | 13.9% | i
- CC(=O)c1ccc(OCC(O)CN2CCN(CCN3C(=O)c4cccc5cccc(c45)C3=O)CC2)cc1 (stereo not drawn)
→ ? | ? | ? | -72.9* | ? | ? | ? | ? | ?
- C#CCSc1nc(C)cc(C(=O)OCC)c1C#N
→ / | 12.6% | 5.1% | 2.2 | 4.3% | 2.4% | -1.2% | 4.9% | i

Single values from the results shown.
Result of CCOC(=O)Nc1ccc2c(c1)C(=NNC(N)=S)c1ccccc1-2 in IL1B secr inh: -95.9*
Result of C(=C\c1ccccc1)/CN1CCN(C(c2ccccc2)c2ccccc2)CC1 in IL1B secr inh: 16.2
Result of COc1ccc2c(c1)CCc1c(C(=O)N3CCCc4ccccc43)noc1-2 in ATXN2 expr inh: 44.1%[activator]
Result of COC(=O)C1CCN(C2CN(Cc3ccc(F)cc3)S(=O)(=O)C2)CC1 (stereo not drawn) in KB-3-1 cytotox: 0.1%

Further records follow.
Results follow in this order: ATXN2 expr inh | HT1080-NT tox | HT1080 IDH1KD tx | IL1B secr inh | KB-3-1 cytotox | SW480 rerep | KB-V1 MDR tox | MCF10A rereplic | S2 tox
- COc1ccc(S(=O)(=O)N(C)CC(=O)NCCN2CCOCC2)cc1Cl
→ -1.9% | 4.7% | 3.7% | -7.5 | 9.4% | 2.1% | -3.3% | -0.3% | i
- CC(C)(C)n1nc2c(c1NC(=O)c1ccc(Br)o1)CS(=O)C2 (stereo not drawn)
→ 1.1% | 0.3% | -1.9% | -6.5 | 1.3% | -0.5%[9.22 µM] | 6.9% | -7.2% | ?
- Cc1ccc(S(=O)(=O)N(C)CC(=O)N2CCN(Cc3ccc4c(c3)OCO4)CC2)cc1
→ -22.8% | -17.6% | -0.7% | ? | -3.6% | -66.5%[inhibitor] | 0.9% | -10.8% | i
- O=C1NC(=Nc2ccccc2Cl)S/C1=C\c1cc([N+](=O)[O-])ccc1O
→ ? | -1.6% | -2.1% | -25.6 | -7.7% | 1.3% | -8.1% | ? | ?
- CC(C)c1c(C(=O)N/N=C/c2c[nH]c3ccccc23)nnn1-c1nonc1N
→ / | -2.6% | 0.5% | -3.9 | -8.8% | 3.0% | -15.7% | 0.7% | ?
- OC(CN1CCCCCC1)CN(c1ccccc1)c1ccccc1 (stereo not drawn)
→ -16.0% | 0.1% | -2.5% | 0.0 | ? | 18.3% | -14.8% | 23.3% | i
- O=C(Nc1ccc(C(=O)N2CCOCC2)cc1)c1cnn2c(C(F)F)cc(-c3ccccc3)nc12
→ -12.1% | -1.4% | -2.1% | -17.4 | -10.4% | -0.8% | -20.1% | -13.8% | i
- CCCc1nn2cc(-c3ccc(C)c(C)c3)nc2s1
→ -24.5% | / | / | / | -15.4% | / | 3.3% | / | i
- COc1ccccc1N(CC(=O)NCCSc1ccc(Cl)cc1)S(C)(=O)=O
→ -15.6% | 6.1% | -15.7% | 5.0 | ? | 15.4% | -24.2% | -6.7% | i
- O=C(O)/C=C/C(=O)Nc1ccc(Cc2ccc(NC(=O)/C=C/C(=O)O)cc2)cc1
→ -7.4% | 13.9% | 10.4% | 2.5 | 20.8% | -9.4%[9.22 µM] | 44.5% | 8.1% | i
- NS(=O)(=O)c1ccc(-n2cccc2C=O)cc1
→ -9.2% | 0.1% | 9.2% | 18.5 | 9.3% | -5.6% | 1.8% | -1.6% | i
- N#CC1(NC(=O)COC(=O)C23CC4CC(CC(O)(C4)C2)C3)CCCCC1
→ -6.6% | 7.6% | -14.5% | i | -4.4% | -23.8% | -2.3% | 11.7% | i
- Cc1cc2c(cc1C)-c1nnnn1C(C)(C)C2
→ 15.3% | 14.5% | -1.7% | 18.5 | 4.4% | -16.7% | ? | 3.6% | i
- O=C(CSCc1cccc(F)c1)N1CCN(c2ccccc2)CC1
→ 56.5%[activator] | 3.4% | -7.4% | -10.8 | -9.2% | 0.0% | 20.6µM* | -1.2% | i

Exported bar-delimited: part of the list above.
mol | ATXN2 expr inh | HT1080-NT tox | HT1080 IDH1KD tx | IL1B secr inh | KB-3-1 cytotox | SW480 rerep | KB-V1 MDR tox | MCF10A rereplic | S2 tox
N#CC1(NC(=O)COC(=O)C23CC4CC(CC(O)(C4)C2)C3)CCCCC1 | -6.6% | 7.6% | -14.5% | i | -4.4% | -23.8% | -2.3% | 11.7% | i
Cc1cc2c(cc1C)-c1nnnn1C(C)(C)C2 | 15.3% | 14.5% | -1.7% | 18.5 | 4.4% | -16.7% | ? | 3.6% | i
O=C(CSCc1cccc(F)c1)N1CCN(c2ccccc2)CC1 | 56.5%[activator] | 3.4% | -7.4% | -10.8 | -9.2% | 0.0% | 20.6µM* | -1.2% | i

From PubChem
